Compound activity as filed in PubChem BioAssay.
DT40 TDP1 CPT: DT40-hTDP1 cell growth loss with CPT; chicken DT40 Tdp1-/-;hTDP1 cells + 20 nM CPT, ATP luminescence, 48 h; 420,000 compounds, 12% hits; Potency, µM (top dose mostly 46.2 µM), for inactives: at the highest dose activity change, negative = growth inhibition, hits mostly inhibitors; AID 686979; further: nearly all actives have a fitted effect of over 55% in size
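Chicken DT40 Tdp1-/- cells stably complemented with human TDP1 were seeded at 400 cells/well in medium containing 20 nM camptothecin, exposed to pin-transferred compounds, and grown at 37 °C for at least 48 hr. Viability was read as ATP luminescence.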
DT40 TDP1 no CPT: qHTS for Inhibitors of human tyrosyl-DNA phosphodiesterase 1 (TDP1): qHTS in cells in absence of CPT; DT40 Tdp1-/- hTDP1 cells, no CPT, ATP luminescence, 48 h; Potency, µM (titrated, usually from 46.2 µM), for the others: at the top dose activity change, negative = growth inhibition, usual class: inhibitors; 420,000 compounds, 15% hits; further: nearly all actives have a fitted effect of over 55% in size
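Chicken DT40 Tdp1-/- cells stably complemented with human TDP1 were seeded at 400 cells/well with DMSO in place of 20 nM camptothecin. After compound pinning, cells grew at least 48 hr at 37 °C; viability read by CellTiter-Glo luminescence.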
KAT2A inh: GCN5L2 (KAT2A) acetyltransferase inhibition | Q92830 | GCN5L2 HAT assay, ThioGlo1 CoA-SH fluorescence | Potency, µM (highest dose often 58.9 µM), for the others: top-dose activity change, negative = inhibition, hits mostly inhibitors | 390,000 compounds, 0.21% hits
Target sequence (Q92830 whole entry, looked up): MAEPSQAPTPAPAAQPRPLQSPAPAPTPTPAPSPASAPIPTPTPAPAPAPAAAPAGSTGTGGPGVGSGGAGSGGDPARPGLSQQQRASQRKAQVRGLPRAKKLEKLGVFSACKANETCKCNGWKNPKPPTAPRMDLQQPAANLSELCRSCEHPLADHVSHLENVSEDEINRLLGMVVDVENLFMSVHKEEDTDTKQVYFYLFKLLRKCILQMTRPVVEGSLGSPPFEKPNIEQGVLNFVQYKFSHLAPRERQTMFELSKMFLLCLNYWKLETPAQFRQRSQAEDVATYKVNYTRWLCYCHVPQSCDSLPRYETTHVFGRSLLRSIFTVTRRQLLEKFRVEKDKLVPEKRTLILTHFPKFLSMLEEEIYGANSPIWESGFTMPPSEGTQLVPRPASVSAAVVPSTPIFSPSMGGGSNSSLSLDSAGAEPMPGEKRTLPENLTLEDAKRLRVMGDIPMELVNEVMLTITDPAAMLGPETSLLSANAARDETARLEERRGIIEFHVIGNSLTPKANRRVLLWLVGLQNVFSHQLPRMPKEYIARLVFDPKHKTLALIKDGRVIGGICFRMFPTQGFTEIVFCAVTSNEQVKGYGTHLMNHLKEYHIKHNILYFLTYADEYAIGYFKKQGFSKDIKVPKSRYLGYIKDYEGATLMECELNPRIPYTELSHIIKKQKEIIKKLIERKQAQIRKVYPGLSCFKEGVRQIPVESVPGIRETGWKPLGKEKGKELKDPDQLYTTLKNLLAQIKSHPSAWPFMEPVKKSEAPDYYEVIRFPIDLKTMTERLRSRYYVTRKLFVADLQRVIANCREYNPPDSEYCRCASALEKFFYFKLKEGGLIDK
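qHTS, 1536-well. 20nM enzyme, pH 7.5 HEPES/EDTA/Tween-20 buffer; 15 min compound preinc., RT. Start: 75uM H3(1-25), 70uM AcCoA, 50uM ThioGlo1. Read Ex340/Em540 at t=0 (autofluorescence flag) and t=20 min.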
An asterisk follows results filed as active; u = inconclusive; x = not tested or not shown. The call rests on the fitted dose curve; in most records, active means well fitted curve in the direction sought with a large enough effect; inconclusive means small, poorly fitted or top-dose-only effect, or another doubt; inactive means no such curve, though single readings can be large; an effect the other way counts as inactive or inconclusive. On the % scale 0 is the no-effect control and ±100 the full control effect; potency means the concentration at half of the fitted maximal effect. The list is partial, so the mix of outcomes need not match the whole.

SMILES,DT40 TDP1 CPT,DT40 TDP1 no CPT,KAT2A inh
Cc1cccc(Cc2c(C)nc3nc(SCc4ccccc4F)nn3c2C)c1,13µM*,9.2µM*,-24.1%
Cc1cc([N+](=O)[O-])nn1CCCC(=O)Nc1c(C)n(C)n(-c2ccccc2)c1=O,-18.2%,-7.1%,0.3%
Cc1ccccc1S(=O)(=O)NC(=O)C1(C)CCN1C(=O)C1(c2ccccc2)CCCC1 (centres undefined),14.6µM*,u,x
O=C(O)CC1(Cc2nc(-c3cccs3)no2)CCCC1,-29.0%,-9.8%,0.4%
O=C(CCCn1c(SCC(=O)c2ccc(F)cc2)nc2ccccc2c1=O)NCc1ccco1,u,u,-14.2%
Cc1nn(CC(=O)N2CCC(N3CCCCC3)CC2)c(=O)c2c1sc1ccccc12,-2.5%,-12.7%,-1.9%
COc1ccc(N2C(=O)c3ccccc3NC2c2ccc(OC)c(CN3CCOCC3)c2)cc1 (centres undefined),-23.3%,-19.5%,-2.4%
CCN(CC)S(=O)(=O)c1cccc(-c2nnc(SCC(N)=O)n2N)c1,-17.9%,20.0%,-4.2%
COc1ccc(-c2nc3ccccc3s2)cc1NC(=O)c1cccc(F)c1,u,u,-16.8%
C=CCOc1c2ccc(C(=O)N(CC)c3ccc(OC)cc3)cc2nn1C,10.8%,-5.4%,2.5%
COc1ccc(N2C(=O)CCC(C(=O)NCCN3CCOCC3)C2c2ccc(OC)c(OC)c2)cc1 (centres undefined),-2.0%,-18.0%,-18.2%
CCN(CC(=O)Nc1ccccc1Br)C1CCCCC1,9.4%,-3.4%,-4.7%
CCOC(=O)CCC(=O)Nc1ccc(S(=O)(=O)N2CCC(C)CC2)cc1,4.5%,-12.1%,-5.2%
Cc1ccccc1C(=O)Nc1cc(S(=O)(=O)N2CCOCC2)ccc1N1CCN(C)CC1,0.9%,6.9%,-3.8%
O=C(CSc1nnc2ccccn12)NNC(=O)c1ccc([N+](=O)[O-])cc1,9.7%,3.5%,-5.8%

Continuation.
SMILES,DT40 TDP1 CPT,DT40 TDP1 no CPT,KAT2A inh
COC(=O)c1sc(C(C)(C)C)cc1CS(=O)(=O)c1ccc(Cl)cc1,u,u,-7.0%
Nc1nonc1C(=O)NCCNCc1ccc(Cl)c(Cl)c1,-30.0%,u,-4.0%
COc1ccc(Nc2cc(C(=O)NCCCN3CCN(C)CC3)c3ccccc3n2)c(OC)c1,u,23.1µM*,-22.3%
O=C(NCCCN1CCCCCC1)C1CC(=O)N(C2CCCC2)C1 (centres undefined),-2.7%,-3.9%,23.0%
CCSc1nc(-c2ccc(OC)cc2)cc(-c2ccc(OC)cc2)c1C#N,u,u,-1.5%
Cc1cccc(C(=O)OCC(=O)N(CC(C)C)c2c(N)n(Cc3ccccc3)c(=O)[nH]c2=O)c1O,u,-19.8%,3.2%
O=C(CSc1ccccc1C(=O)O)NCc1ccccc1,14.1%,-9.1%,-5.5%
Cc1nn(C)cc1S(=O)(=O)NCc1ccc2c(c1)OCO2,8.2%,15.2%,0.7%
COc1ccc(/C=C\c2nc(O)c([N+](=O)[O-])c(=O)[nH]2)cc1O,0.0%,-4.9%,-0.6%
C#CC1(NC(=O)NC(C)(C)C)CCCCC1,4.4%,-19.7%,1.0%
COc1ccc(CC(=O)NCc2ccccc2)cc1S(=O)(=O)N1CCOCC1,-7.2%,-28.3%,-18.3%
CC1(C)CC(=O)C2=C(C1)N(c1cccc(Cl)c1)C(=O)NC2(C(F)(F)F)C(F)(F)F,-1.9%,-21.4%,-1.4%
CC(=O)c1cccc(-c2ccnc3c2CC(C(=O)NC(C)C)O3)c1 (centres undefined),9.2%,6.7%,x
CC(=O)c1cccc(S(=O)(=O)N2CCCC(c3nc4c(nnn4Cc4ccccc4Cl)c(=O)[nH]3)C2)c1 (centres undefined),-18.3%,-26.6%,-10.5%
O=C(O)COCC(=O)Nc1ccc(OCCc2ccccc2)cc1,13.0%,2.4%,-0.4%

7 compounds from above, limited to KAT2A inh and DT40 TDP1 no CPT:
molecule	KAT2A inh	DT40 TDP1 no CPT
COc1ccc(/C=C\c2nc(O)c([N+](=O)[O-])c(=O)[nH]2)cc1O	-0.6%	-4.9%
C#CC1(NC(=O)NC(C)(C)C)CCCCC1	1.0%	-19.7%
COc1ccc(CC(=O)NCc2ccccc2)cc1S(=O)(=O)N1CCOCC1	-18.3%	-28.3%
CC1(C)CC(=O)C2=C(C1)N(c1cccc(Cl)c1)C(=O)NC2(C(F)(F)F)C(F)(F)F	-1.4%	-21.4%
CC(=O)c1cccc(-c2ccnc3c2CC(C(=O)NC(C)C)O3)c1 (centres undefined)	x	6.7%
CC(=O)c1cccc(S(=O)(=O)N2CCCC(c3nc4c(nnn4Cc4ccccc4Cl)c(=O)[nH]3)C2)c1 (centres undefined)	-10.5%	-26.6%
O=C(O)COCC(=O)Nc1ccc(OCCc2ccccc2)cc1	-0.4%	2.4%

(more compounds)
SMILES,DT40 TDP1 CPT,DT40 TDP1 no CPT,KAT2A inh
CC(NC(=O)C1CCN(S(=O)(=O)c2cnc[nH]2)CC1)c1ccccc1 (centres undefined),-0.6%,7.7%,0.2%
CCN1C(=O)[C@@H]2[C@@H](c3ccc(-c4ccc(F)cc4)cc3)N3CCC[C@@]3(C(=O)OC)[C@@H]2C1=O,u,u,-3.9%
COC(=O)c1cc(C(=O)OCC(=O)NCc2cccs2)cc([N+](=O)[O-])c1,7.9%,8.6%,-7.5%
COc1ccc(-c2noc(CC(=O)O)c2-c2ccc(OC)cc2)cc1,-19.9%,-24.7%,-10.7%
CCCc1ncc(C(O)c2cccc3ccccc23)n1C (centres undefined),-29.6%,-21.6%,-4.0%
Cc1ccc(S(=O)(=O)NCC(=O)OCCOc2ccc(Br)cc2)cc1,15.4%,-2.0%,-11.6%
O=C(O)c1cccc(-c2csc(C(O)c3ccccc3)n2)c1 (centres undefined),-3.3%,0.9%,x
COc1cc(C(CC(=O)Nc2ccc(C)c(F)c2)N2Cc3ccccc3C2=O)cc(OC)c1OC (centres undefined),-5.2%,-2.0%,0.0%
CCOC(=O)c1c(/N=C/c2cc([N+](=O)[O-])ccc2O)sc(C)c1C,-3.1%,-1.3%,-4.0%
O=C(CN(Cc1ccccc1F)S(=O)(=O)c1ccc(Cl)cc1)NCC1CCCO1 (centres undefined),-0.4%,u,-1.4%
Cc1nc2c(ccc3nc(NC(=O)C4CC4)sc32)s1,u,u,-2.0%
CCCc1cc(=O)n2[nH]c(NCc3c(Cl)cccc3Cl)nc2n1,u,u,u
CC1(CCc2ccccc2)NC(=O)NC1=O (centres undefined),0.3%,6.2%,x
COc1ccc(NC(=O)CSc2cn[nH]n2)cc1OC,1.2%,u,-1.2%
COc1cc(Cn2c(=O)c3c(OC)c(C)cnc3n(C)c2=O)cc(OC)c1,-16.2%,u,-19.2%

Next compounds follow:
SMILES,DT40 TDP1 CPT,DT40 TDP1 no CPT,KAT2A inh
COc1cc(CNCCSc2nnnn2C)cc(OC)c1OC,2.1%,-14.3%,10.2%
Cc1ccc(-c2c(C(=O)Nc3ccccc3C)c(C)[nH]c(=S)c2C#N)o1,-8.3%,-14.7%,u
O=C(Nc1nc(-c2ccccn2)cs1)c1ncc(Cl)c(Cl)c1Cl,-104.6%,3.26µM*,-4.6%
CCOc1ccc2nc(N3CCCC(C(=O)Nc4ccc(CC)cc4)C3)sc2c1 (centres undefined),16.4µM*,10.3µM*,-0.1%
COc1ccc(NC(=O)CN2CCN(Cc3ccc(F)cc3)S2(=O)=O)cc1Cl,u,20.6µM*,-2.0%
C#CCOCCOCCOCCNc1nc(N2CCN(C(=O)[C@H]([C@@H](C)CC)n3cc([C@@H](N)Cc4ccc(O)cc4)nn3)CC2)nc(N2CCN(C(=O)[C@H](Cc3ccc(O)cc3)n3cc([C@@H](N)C(C)CC)nn3)CC2)n1 (some centres undefined),1.8%,14.8%,3.3%
CCS(=O)(=O)N1CCc2cc(C(=O)NCCc3ccccc3)ccc21,-8.5%,-20.4%,-2.2%
Cc1ccc(-c2nnn(CC(=O)NCc3ccccc3)n2)c(-n2cnnn2)c1,0.5%,-26.9%,-4.3%
COc1ccc(C(CNc2nc(-c3cccnc3)nc3ccccc23)N(C)C)cc1 (centres undefined),u,u,-5.5%
Nc1ccc(C#Cc2ccc3oc4ccccc4c(=O)c3c2)cc1,u,u,x
O=C(NCc1ccc(F)cc1)c1nnc(Cc2cccc(F)c2)o1,u,u,-10.2%
O=C(Cc1coc2cc(O)ccc12)N1CCN(S(=O)(=O)c2ccc(Br)cc2)CC1,u,23.1µM*,x
Cc1ccccc1-c1cnn(-c2cccc([N+](=O)[O-])c2)c1N,-6.6%,u,-7.5%
COc1ccc(-c2cc3nc(NCC4CCCCC4)n(C)c(=O)c3s2)cc1OC,u,u,x
CC1(CC(=O)N/N=C/c2ccc(-c3ccc(Cl)cc3)o2)OCCO1,-13.6%,u,-3.0%

A second format for some results above.
Values run as follows: DT40 TDP1 CPT | DT40 TDP1 no CPT | KAT2A inh
Cc1ccc(-c2nnn(CC(=O)NCc3ccccc3)n2)c(-n2cnnn2)c1
    0.5% | -26.9% | -4.3%
O=C(NCc1ccc(F)cc1)c1nnc(Cc2cccc(F)c2)o1
    u | u | -10.2%

The listing continues.
SMILES,DT40 TDP1 CPT,DT40 TDP1 no CPT,KAT2A inh
O=C1NCCN1Cc1ccccc1,2.6%,-27.6%,-4.7%
Cc1cccc(-n2nc3c(c2NC(=O)c2ccc(Br)o2)CSC3)c1,-29.6%,u,-16.5%
O=C(CSc1nc2ccccc2[nH]1)Nc1c(F)c(F)c(F)c(F)c1F,u,-20.8%,-5.1%
O=C(CNC(=O)c1ccccc1)OCCCOC(=O)CNC(=O)c1ccccc1,5.1%,7.1%,-0.3%
COC(=O)CNC(=O)Cn1cnc2sc(C)c(S(=O)(=O)N3CCN(c4ccccc4OC)CC3)c2c1=O,-4.4%,-19.7%,-4.7%
C/C(=N\NC(=O)c1cccs1)c1ccc2ccccc2c1,-28.3%,-14.2%,-5.9%
COc1ccc2oc(=O)c(-c3nnc(N)s3)cc2c1,1.0%,-26.9%,-13.8%
N=c1c(S(=O)(=O)c2ccc(F)cc2)cc2c(=O)n3ccccc3nc2n1CC1CCCO1 (centres undefined),-25.6%,0.8%,-5.3%
Nc1ncnc2c1ncn2[C@@H]1O[C@H](CNS(=O)(=O)C2CC2)[C@@H](O)[C@H]1O,-6.7%,-13.9%,-9.9%
CC(C)c1ccc(NC(=O)c2sccc2-n2cccc2)cc1,u,u,-18.6%
CCCc1nnc(NC(=O)CN2CCOCC2)s1,-6.4%,-29.6%,-5.8%
O=C(COC(=O)Cc1ccc(F)cc1)NC1CCCCC1,-2.5%,8.2%,-9.5%
O=C(CCc1ccc(S(=O)(=O)NCc2ccccc2)cc1)NCc1cccnc1,u,-13.0%,-0.6%
Cc1ccc(/C=C/C(=O)Nn2cnnc2)cc1,u,14.6µM*,-2.9%
COc1cc(Br)cc2cc(C(=O)N3CCOCC3)c(=O)oc12,0.9%,-12.5%,-0.1%

Next section:
SMILES,DT40 TDP1 CPT,DT40 TDP1 no CPT,KAT2A inh
CC(C)Cc1ccc(C(C)C(=O)Nc2ncccn2)cc1 (centres undefined),-18.0%,u,1.1%
COc1cc(/C=N/NC(=O)CNS(=O)(=O)c2ccc(C)cc2)cc(OC)c1OC,7.7%,0.3%,x
CC(=O)Nc1cccc(NC(=O)c2c(-c3ccccc3)noc2C)c1,u,u,-2.2%
CCCNc1c(N)n(-c2ccccc2)c(=O)[nH]c1=O,u,16.4µM*,-6.7%
COc1cc2nc(N3CCCN(C)CC3)nc(Nc3ccncc3)c2cc1OC,3.16µM*,7.94µM*,x
CN(C)S(=O)(=O)c1cccc(NC(=O)CCCSc2ccccc2)c1,u,u,-11.5%
CNC(=S)NNC(=O)c1ccccc1F,-4.5%,-2.3%,-0.3%
COc1ccc2c(c1)CCC(C)N2C(=O)C(=O)c1c[nH]c2ccccc12 (centres undefined),20.6µM*,u,-1.1%
CCOc1ccc(NC(=S)Nc2ccc(Br)cc2Cl)cc1,-13.0%,u,-8.6%
O=C1SCCN1N=Cc1ccc([N+](=O)[O-])o1,8.2µM*,18.4µM*,x
O=C(Oc1ccccc1)c1c(Cl)cccc1P(=O)(O)O,0.6%,-2.9%,0.8%
Cc1cnc(C(=O)OCC(=O)Nc2cccc(S(=O)(=O)N3CCOCC3)c2)cn1,-6.9%,10.5%,0.1%
NC(=O)CCC(C(=O)O)N1C(=O)C2C3CCC(C3)C2C1=O (centres undefined),-1.8%,-0.4%,x
